From PubChem
GRIN3A LBD mod – NR3A (human) ligand-binding domain modulation. NR3A LBD differential scanning fluorimetry, Tm shift; 0% = protein alone, 100% = glycine-bound protein. Tm shift relative to glycine control, % at 25 µM. 340,000 tested, 2.5% active. AID 1259313;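 active = melting temperature shift of at least 10% of the positive control shift, at one fixed dose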
ATG4B inhibitor – blocks human ATG4B protease cleavage of LC3 substrate; inhibition, % at 8.33 µM; AID 504462; 340,000 tested, 0.51% active; ATG4B cleavage of LC3-PLA2, NBD-HPC fluorescence, 1 h; in the data active = inhibition above about 40%
PfG6PD inh – PfG6PD (Plasmodium falciparum) enzyme inhibition. PfGluPho enzyme, NADPH resazurin-diaphorase fluorescence. inhibition, % at 20 µM. 350,000 tested, 0.78% active. AID 504690;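 active = inhibition reaching at least a set limit at 20 µM in the primary screen, cut at about 59% in these data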;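 note: 0% = DMSO wells with substrate and 100% = DMSO wells lacking glucose-6-phosphate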
SENP6 block – blocks the human protease SENP6; Q9GZR1; Recombinant SENP6 catalytic domain, aminoluciferin luminescence; inhibition, % at 10 µM; 330,000 tested, 1.8% active;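 active = inhibition above about 50% at the single tested dose, limit read from the data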;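 note: plate controls were DMSO wells with enzyme for no effect and DMSO wells lacking enzyme for full effect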
Target sequence (Q9GZR1 628-1112 limits assumed): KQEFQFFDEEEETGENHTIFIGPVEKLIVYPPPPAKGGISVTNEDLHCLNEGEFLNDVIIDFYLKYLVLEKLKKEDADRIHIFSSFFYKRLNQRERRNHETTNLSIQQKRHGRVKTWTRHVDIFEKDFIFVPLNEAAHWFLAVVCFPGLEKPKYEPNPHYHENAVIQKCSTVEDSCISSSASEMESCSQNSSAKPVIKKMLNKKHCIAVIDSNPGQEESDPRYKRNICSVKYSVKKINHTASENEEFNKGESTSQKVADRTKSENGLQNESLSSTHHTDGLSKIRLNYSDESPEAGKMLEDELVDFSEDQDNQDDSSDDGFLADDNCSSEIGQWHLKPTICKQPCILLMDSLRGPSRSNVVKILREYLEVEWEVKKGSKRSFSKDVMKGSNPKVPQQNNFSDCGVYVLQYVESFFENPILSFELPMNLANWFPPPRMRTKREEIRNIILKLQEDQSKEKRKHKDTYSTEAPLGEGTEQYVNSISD
SENP1 FRET inh – inhibitors of human SENP1 SUMO protease catalytic domain; inhibition, % at 10 µM; recombinant SENP1 catalytic domain, CyPet-SUMO1-YPet FRET cleavage; 360,000 tested, 0.21% active;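 active = inhibition at least 30% at 10 µM, raw YFP signal under a set limit, fluorescence ratio 0.5 to 1.5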;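 note: 0% = enzyme with DMSO and 100% = no enzyme wells; some results filed as inactive read as strong as hits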
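Controls: no-enzyme wells low, DMSO-plus-enzyme wells high control. Test system: human recombinant His6-tagged SENP1 catalytic domain enzyme. Reagent: SFCypet-SUMO1-SFYpet FRET protein substrate, 25 nM final. Doses: one dose per compound, 10 µM, 0.5% DMSO. Detection: FRET, CFP and YFP emission. Timing: 50 min reaction at room temperature.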
MPTP inh – permeability transition pore inhibition; inhibition, % at 10 µM; 360,000 tested, 1.4% active; isolated mouse mitochondria, Ca2+ swelling absorbance, 30 min;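 active = inhibition of 50% or more, scaled per plate between neutral and stimulator controls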;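 note: 0% = DMSO wells given calcium and 100% = 1 mM EGTA wells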
SENP8 inh – SENP8 (human) protease inhibition. Q96LD8. inhibition, % at 20 µM. recombinant SENP8, Nedd8 substrate fluorescence. 360,000 tested, 0.64% active. AID 602440; in the data active = inhibition mostly above about 40%, no sharp cut-off; inactive = mostly below about 27%
hIAP activ – human IAP activation | AID 2524 | purified human IAP, CDP-Star luminescence, 30 min; hits give high values; 1 = vehicle-only enzyme, 0 = enzyme-free background | P09923 | 330,000 tested, 0.16% active | activation factor at 10 µM;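 active = activation factor of the enzyme at least 2-fold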; note: the source names both 10 and 20 µM as test concentration; values of inactives mirror those of a sister screen read the other way
Target sequence (P09923 whole entry, looked up): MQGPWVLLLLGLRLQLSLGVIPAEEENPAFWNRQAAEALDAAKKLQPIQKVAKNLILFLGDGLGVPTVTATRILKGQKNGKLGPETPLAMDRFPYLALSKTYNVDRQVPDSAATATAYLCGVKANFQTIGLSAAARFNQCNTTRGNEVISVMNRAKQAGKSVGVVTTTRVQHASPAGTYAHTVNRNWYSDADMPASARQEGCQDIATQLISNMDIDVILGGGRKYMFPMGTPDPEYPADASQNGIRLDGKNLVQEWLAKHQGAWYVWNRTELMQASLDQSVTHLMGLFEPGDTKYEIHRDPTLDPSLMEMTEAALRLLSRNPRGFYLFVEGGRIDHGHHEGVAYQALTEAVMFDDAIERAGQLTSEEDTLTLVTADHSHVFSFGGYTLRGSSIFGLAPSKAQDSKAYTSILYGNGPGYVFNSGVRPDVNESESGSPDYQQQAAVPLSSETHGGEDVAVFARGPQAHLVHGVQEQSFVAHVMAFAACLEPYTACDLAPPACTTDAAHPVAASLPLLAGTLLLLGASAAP
An asterisk follows results filed as active; . = not tested or not shown.

SMILES	GRIN3A LBD mod	ATG4B inhibitor	PfG6PD inh	SENP6 block	SENP1 FRET inh	MPTP inh	SENP8 inh	hIAP activ
COc1ccc(NC(=S)N(CCCOC(C)C)C2CCN(C(C)=O)CC2)cc1Cl	-16	-2	-2	-4	1	-0.3	10	0.95
CC1CCCCC1NC(=O)CSc1nnc(-c2ccco2)n1N (stereo not drawn)	.	.	-9	.	1	-0.2	6	.
O=C(O)c1ccc(CNCc2cccc(Cl)c2)cc1	-2	-3	-3	-6	1	0.5	16	1.2
O=C(Nc1ccccc1OC(F)F)c1ccc(S(=O)(=O)N2CCCC2)cc1	0	-3	-2	-22	0	-0.7	7	0.95
CCN(CC)S(=O)(=O)c1ccc(N2CCCC2)c(C(=O)OCC(=O)N2CCCC2)c1	-1	4	-5	-16	1	1.8	-7	0.97
CCOC(=O)C1CCN(C(=O)/C=C/c2cc(OC)c(OC)c(OC)c2)CC1	-1	-14	1	2	2	0.5	-82	1
COC(=O)CCc1c(C)nc(N)[nH]c1=O	-2	-14	-12	-14	3	-0.5	24	0.98
CC(C)(C)OC(=O)N1CCCC(C(=O)Nc2ccc(C(=O)N3CCOCC3)cc2)C1 (stereo not drawn)	2	-1	5	6	-1	-1.4	9	0.98
COc1cc2c(cc1OC)C(Nn1cnnc1)=NC1(CCCC1)C2	0	-7	3	-7	0	0.5	9	0.86
COc1ccc(CCN2Cc3c(N)cccc3C2=O)cc1OC	-2	7	4	-13	-1	-0.1	-26	1.1
CC(CC(=O)N1CCN(S(=O)(=O)c2ccc([N+](=O)[O-])cc2)CC1)c1ccccc1 (stereo not drawn)	0	-38	-8	-6	-1	-0.6	9	0.9
CC1(CCC(=O)N2CCCC(N3CCN(c4cccc(C(F)(F)F)c4)CC3)C2)CC1 (stereo not drawn)	1	3	-16	-10	-1	-0.5	3	0.9
CC(C)(C)C(=O)NC1CC2CCCC(C1)N2C(=O)Nc1ccccc1 (stereo not drawn)	0	7	-8	-1	1	0.4	1	1
CC(=O)Nc1cc2c(cc1Cl)Cc1cc(Cl)ccc1-2	-2	3	-10	.	4	-0.6	12	.
CC(=O)N1CCN(C(=O)CN2C(=O)NC(C)(c3ccc4ccccc4c3)C2=O)CC1 (stereo not drawn)	0	-6	-5	-5	-1	0.1	19	0.84
CCOc1ccccc1NC(=O)c1ccc(F)c(S(=O)(=O)N2CCC3(CC2)OCCO3)c1	0	-10	3	8	1	-0.5	13	0.95
COc1cc(-n2c(=O)c3ccccc3n(CC(=O)c3ccc(F)cc3)c2=O)cc(OC)c1OC	-3	-1	-3	-5	3	-1.9	8	1.1
C=CCC(C(=O)OC)(C(=O)OC)c1ccc([N+](=O)[O-])cn1	0	-10	-3	0	3	0.7	8	0.94
COc1ccc(/C=C/C(=O)N(Cc2cccs2)C2CCS(=O)(=O)C2)cc1 (stereo not drawn)	2	-3	3	0	0	0.6	14	0.98
CC1CCC(C(=O)NC(C(=O)NCc2cccnc2)C(C)C)CC1 (stereo not drawn)	2	-12	-4	-15	0	1.4	21	1.3

Overlap with the part before: 7 entries; new compounds follow.
SMILES	GRIN3A LBD mod	ATG4B inhibitor	PfG6PD inh	SENP6 block	SENP1 FRET inh	MPTP inh	SENP8 inh	hIAP activ
CC(=O)Nc1cc2c(cc1Cl)Cc1cc(Cl)ccc1-2	-2	3	-10	.	4	-0.6	12	.
CC(=O)N1CCN(C(=O)CN2C(=O)NC(C)(c3ccc4ccccc4c3)C2=O)CC1 (stereo not drawn)	0	-6	-5	-5	-1	0.1	19	0.84
CCOc1ccccc1NC(=O)c1ccc(F)c(S(=O)(=O)N2CCC3(CC2)OCCO3)c1	0	-10	3	8	1	-0.5	13	0.95
COc1cc(-n2c(=O)c3ccccc3n(CC(=O)c3ccc(F)cc3)c2=O)cc(OC)c1OC	-3	-1	-3	-5	3	-1.9	8	1.1
C=CCC(C(=O)OC)(C(=O)OC)c1ccc([N+](=O)[O-])cn1	0	-10	-3	0	3	0.7	8	0.94
COc1ccc(/C=C/C(=O)N(Cc2cccs2)C2CCS(=O)(=O)C2)cc1 (stereo not drawn)	2	-3	3	0	0	0.6	14	0.98
CC1CCC(C(=O)NC(C(=O)NCc2cccnc2)C(C)C)CC1 (stereo not drawn)	2	-12	-4	-15	0	1.4	21	1.3
CC(C)C(NC(=O)c1ccc(C(C)(C)C)cc1)C(=O)Nc1cccc(S(N)(=O)=O)c1 (stereo not drawn)	-6	-16	26	7	3	-0.2	8	1
CCC(=O)N(CCO)Cc1cc2ccc(C)c(C)c2[nH]c1=O	-1	-4	-2	-19	-1	0.4	-74	0.96
O=C(O)COc1ccc(/C=N/NC(=O)C(O)(c2ccccc2)c2ccccc2)cc1	0	10	-7	-2	2	-0.8	27	1
COc1ccccc1CC(=O)Nc1ccc2c(c1)OC1(CCCC1)O2	2	7	33	-32	-3	0.1	21	1.3
O=C(CN1CCc2ccccc2C1)Nc1ccccc1Cl	1	13	-5	0	1	1.1	15	1.2
CCN(C1CCCCC1)S(=O)(=O)c1cc2c3c(c1)CCN3C(=O)CC2	1	-4	-24	-20	0	0.1	-11	0.96
N#Cc1ccccc1S(=O)(=O)N1CCN(CC(=O)Nc2ccnn2C2CCCC2)CC1	1	-3	5	2	-2	-0.4	2	1.1
CCOC(=O)C1CNc2cc(S(=O)(=O)CC)ccc2O1 (stereo not drawn)	1	5	3	-5	-1	-1.5	11	1.1
Cc1ccnc(NS(=O)(=O)c2ccc(NC(=O)CN3C(=O)c4ccccc4S3(=O)=O)cc2)n1	2	6	-24	-3	-1	-0.5	5	1
Cc1nnn(C23CC4CC(CC(CC(=O)Nc5ccc(C)c(Cl)c5)(C4)C2)C3)n1	-5	7	34	3	3	19	15	0.87
CCSc1nnc(Nc2ccc(C)cc2)s1	-14	16	66*	14	0	-1.2	6	1
O=C(NCc1ccncc1)C12CC3CC(CC(C3)C1)C2	0	-4	11	-11	1	0.7	8	1
O=C(O)c1ccc(-c2ccccc2)[nH]c1=O	-1	1	-24	-18	1	-0.9	-429	1.1
CCn1c(C)nc2cc(C(=O)NNC(=S)NC(=O)c3ccccc3)ccc21	-1	-4	-5	15	3	0.0	10	1.6
Cc1nc2ccccc2n1Cc1ccc(Cl)cc1	1	11	-6	-1	0	94*	-27	0.98
CCCCNC(=O)CS(=O)Cc1nc(-c2cccc(Cl)c2)oc1C (stereo not drawn)	-5	-6	-5	-18	0	-0.2	-1	1.2
O=C(Cn1cnc2ccccc2c1=O)Nc1nc2ccccc2s1	2	-1	-18	-6	1	-0.6	-116	0.97
O=C(O)c1cccc(NC(=O)c2ccccc2NC(=O)c2ccco2)c1	1	-20	5	-3	1	1.1	24	1.2
Cc1ccc(CCC(=O)Nc2ccc(S(N)(=O)=O)cc2)o1	-2	3	18	-2	-10	0.1	-11	1.3
COc1cc(NC(=S)Nc2cccc(Cl)c2Cl)c(OC)cc1Cl	-7	40*	11	-18	-1	14	22	1.1
O=C(CC1C(=O)NCCN1Cc1ccc(-c2ccccc2)cc1)NCCOc1cccnc1 (stereo not drawn)	-4	-10	4	-1	-11	5.6	-22	1.1
Cc1cccc(-c2nnc(SCC(=O)Nc3nc4c(s3)CCCC4)n2C)c1	-4	-15	-6	-2	3	-0.7	26	1.1
COc1cccc(S(=O)(=O)Nc2cccc(C(=O)N3CCOCC3)c2)c1	-1	2	-3	-28	0	6.8	3	1.1
COc1ccc(NC(=S)N2CCN(CCN3C(=O)c4cccc5cccc(c45)C3=O)CC2)cc1	-1	2	4	11	2	-2.4	-3	0.96
CS(=O)(=O)N(CC(=O)N1CCc2ccccc2C1)c1ccccc1F	0	2	-5	-17	0	-1.4	17	0.94
Cc1ccc(S(=O)(=O)c2c(N)n(NC(=O)c3ccco3)c3nc4ccccc4nc23)cc1	-11	6	-28	8	-51	1.5	-300	1
CNc1nc(N)nc(OC(C(F)(F)F)C(F)(F)F)n1	-2	3	1	-8	0	-0.9	9	1
CCc1ccc(N2C(=O)CC(N3CCN(c4ccccn4)CC3)C2=O)cc1 (stereo not drawn)	1	-8	-9	-13	2	1.5	3	1
COC(=O)c1ccc(/C=N/NC(=O)c2ccc3nc[nH]c3c2)cc1	11*	-5	-12	-19	3	0.7	18	1.6
CCn1cc([N+](=O)[O-])nc1C	0	3	-6	-8	3	0.1	26	1.1
CCOC(=O)C(=O)N1c2ccccc2C(N(C(=O)C(=O)OCC)c2ccccc2)CC1C (stereo not drawn)	-1	-7	10	-4	1	1.8	11	0.96
CN(C)C(=C(C#N)C#N)N1CCN(c2ccc(Cl)cc2)CC1	0	0	-15	5	0	-2.6	-4	1
C[C@@H]1CN([C@H](C)CO)C(=O)c2cc(C#C[C@@H](C)O)cnc2O[C@H]1CN(C)C(=O)c1ccc(F)cc1	.	.	-1	.	-3	-0.7	-8	.
O=C(N[C@H]1/C=C\[C@@H](O)CCCC1)OCc1ccccc1	-2	9	-3	.	2	-3.0	12	.
CCN(C[C@H]1N[C@@](C)(C(=O)OC)[C@H]2C(=O)N(C)C(=O)[C@@H]12)C(=O)COC	-1	-7	-2	-11	1	-1.3	9	1.1
O=C(Nc1cccc(O)c1)c1ccccc1	-14	3	-5	13	-2	-0.9	14	1.1
CC(=O)c1ccc(OCCCC(=O)NCCc2ccccc2)cc1	-1	-5	-7	-3	-1	0.2	0	0.76
CCOC(=O)N1CCC(NC(=O)Cn2nc(-c3ccccc3)ccc2=O)CC1	.	0	-9	-2	0	-0.3	-7	0.97
Cc1cc(Br)c(NC(=O)CCNC(=O)OCc2ccccc2)cc1C	0	4	-5	-13	-1	0.9	-4	1
COc1ccc(Cl)cc1CSc1n[nH]c(C)n1	2	1	-4	-4	2	-1.5	10	1.1
O=C(Nc1cccc(-n2cccn2)c1)C1CCCN(Cc2cccc(F)c2F)C1 (stereo not drawn)	-11	6	-4	-9	2	-0.9	4	1
CCOC(=O)C1=CNS(=O)(=O)NC1c1ccc(Br)cc1F (stereo not drawn)	2	-2	-4	.	0	-0.2	-89	.
Cc1onc(-c2ccccc2)c1CNC(=O)Nc1ccc(C(F)(F)F)cc1	11*	38	32	10	1	78*	10	1.2
COc1ccc(-c2oc3ccc(-c4cc(OC)c(OC)c(OC)c4)cc3c2-c2ccc(OC)cc2)cc1	-5	8	-2	-19	.	.	.	0.92
O=C(N/N=C/c1coc2ccccc2c1=O)c1cn(-c2ccccc2)nc1-c1ccccc1	0	92*	-8	-20	1	3.4	-35	1
O=c1cc(NCCc2ccccc2)c2ccccc2o1	-2	-5	25	-8	-3	38	15	0.85
CN(C)CCCN1C(=O)c2oc3ccc(F)cc3c(=O)c2C1c1cccnc1 (stereo not drawn)	3	-7	20	-2	-1	-1.9	-55	0.92
O=C(CN1CCCC1)Nc1cc(C(F)(F)F)ccc1Cl	1	-6	-3	7	1	-0.9	26	1
CCC1CCCCN1C(=O)c1ccc2c(c1)C(=O)N(c1ccc(C)cc1)C2=O (stereo not drawn)	0	-2	1	-5	-1	-1.3	3	0.97
CSc1cccc(N2CC(C(=O)NCCN3C(=O)S/C(=C\c4cccnc4)C3=O)CC2=O)c1 (stereo not drawn)	1	-10	14	-20	2	-1.2	4	1.1
Cc1ccc(S(=O)(=O)NCc2ccccc2)cc1C(=O)NC1CCCCC1	0	2	-14	-2	1	2.2	1	0.79
NC1=NC2(CCN(Cc3ccccc3)CC2)n2c(nc3ccccc32)N1	-2	-3	-16	6	-1	-0.2	26	1.1
Cc1cccc(N2CCN(C(=O)c3c(Cl)cnn3C)CC2)c1C	2	-3	-2	-12	1	-0.3	3	1.2
O=C(NCc1cccs1)c1cc(-c2ccccc2)on1	0	0	-2	-31	3	0.3	11	1
CS(=O)(=O)N1CCC(NC(=O)Nc2ccc(OC(F)(F)F)cc2)CC1	0	-3	-6	2	0	0.4	3	1.2
Cc1ccc(N(CC2CO2)S(=O)(=O)c2ccccc2[N+](=O)[O-])cc1 (stereo not drawn)	1	4	-17	-17	-2	-2.2	0	1.1
